Screening data: PubChem, Broad Institute
CASP6 VEID inh: blocks human caspase-6 cleavage activity | hit rate 0.53% among 350,000 | inhibition, % at 12.5 µM | purified caspase-6, Z-VEID-R110 cleavage fluorescence;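 active = mean inhibition across replicates at least about 35%, with every replicate also reaching that limit, limit read from the data; inconclusive = only one of the two criteria met; inactive = neither criterion met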;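 also: 0% = median of neutral control wells and 100% = no fluorescence left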
Target sequence (P55212 24-179 limits assumed): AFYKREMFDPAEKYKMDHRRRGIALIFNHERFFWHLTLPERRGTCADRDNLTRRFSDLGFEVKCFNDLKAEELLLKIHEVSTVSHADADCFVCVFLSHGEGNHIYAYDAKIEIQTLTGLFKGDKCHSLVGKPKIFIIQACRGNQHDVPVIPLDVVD
Target sequence (P55212 194-293 limits assumed): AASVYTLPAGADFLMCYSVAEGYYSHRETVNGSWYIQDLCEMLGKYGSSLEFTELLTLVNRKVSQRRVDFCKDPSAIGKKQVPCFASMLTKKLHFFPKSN
esBAF inh: SWI/SNF esBAF complex inhibition | reporter increase, % at 12.5 µM | mouse ES cells, Bmi1-luciferase knock-in reporter, 24 h; 100% = twice the neutral-well signal | hit rate 2% among 350,000; in the data active = activation above about 40%; inconclusive = no clear call, values can overlap the other calls;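 also: 0% = median of the plate's neutral control wells and 100% = double that signal; a rise in the Bmi1 reporter signal indicates esBAF inhibition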
SIRT5 block: blocks human SIRT5 desuccinylation of peptide. Q9NXA8. Purified SirT5, succinyl-peptide AMC, trypsin-coupled fluorescence. inhibition, % at 15 µM. hit rate 1.1% among 330,000. AID 652115; in the data active = inhibition above about 15%; inconclusive = no clear call, values can overlap the other calls
Target sequence (Q9NXA8 whole entry, looked up): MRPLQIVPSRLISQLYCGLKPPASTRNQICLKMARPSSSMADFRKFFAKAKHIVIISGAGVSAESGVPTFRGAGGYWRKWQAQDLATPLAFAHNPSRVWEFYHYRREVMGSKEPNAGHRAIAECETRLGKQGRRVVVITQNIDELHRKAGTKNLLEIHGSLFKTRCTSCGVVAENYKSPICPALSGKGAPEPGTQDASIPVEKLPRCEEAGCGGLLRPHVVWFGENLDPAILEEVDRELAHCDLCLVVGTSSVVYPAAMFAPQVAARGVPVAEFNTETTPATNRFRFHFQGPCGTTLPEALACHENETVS
FN deposition inh: fibronectin deposition inhibition | AID 743247 | AH1F fibroblasts, Alexa488-fibronectin deposition fluorescence, overnight | inhibition, % at 12.6 µM | hit rate 0.086% among 350,000;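 active = mean inhibition across replicates of 30% or more, regardless of how many single replicates reach that level; inconclusive = mean under 30% yet at least half of replicates reach 30%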;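 also: positive control wells lacked labelled fibronectin entirely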
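material = AH1F fibroblast monolayer depositing Alexa488-labelled fibronectin into matrix | amount = 10000 AH1F cells/well | buffer or medium = DMEM plus 2% serum, read in PBS | incubation = 1 h cell adhesion before compound, then overnight fibronectin incubation | detection = fluorescence at 485 nm excitation, 525 nm emission | evaluation = percent inhibition as loss of matrix-bound fibronectin fluorescence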
S100A4 inh HTS: inhibitors of human S100A4 binding to myosin IIA peptide. P26447. S100A4/TAMRA-MyoIIA peptide fluorescence polarization. inhibition, % at 10.7 µM. hit rate 0.14% among 360,000. AID 652163;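 active = mean inhibition of at least 70% across replicates, with every replicate also reaching that level; inconclusive = mean inhibition reaches 70% but some replicates fall short; inactive = mean inhibition below 70%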
Target sequence (P26447 whole entry, looked up): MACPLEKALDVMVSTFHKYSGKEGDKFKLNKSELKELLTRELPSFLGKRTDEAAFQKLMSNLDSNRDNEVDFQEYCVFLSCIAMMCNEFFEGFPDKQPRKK
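assay system = human S100A4 monomer with TAMRA-labelled myosin IIA peptide | also added = labelled myosin peptide probe, 5 nM | incubation = 5 min between mix addition and reading | control set = DMSO and TFP controls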
C2C12 statin: protects C2C12 myotubes from simvastatin toxicity; ATP luminescence, 48 h; scaled: DMSO 0, geranylgeraniol control 100; rescue of ATP level, % at 7.49 µM; hit rate 0.78% among 330,000;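 active = mean ATP rescue above about 67%, or every replicate alone reaching that limit, limit read from the data, passing the limit was not always enough; inconclusive = no clear call, values can overlap the other calls; inactive = mean under the limit and some replicate under it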;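 also: myotubes were challenged with 10 µM simvastatin during compound exposure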
LGR2 inh: inhibitors of bursicon-induced Drosophila LGR2 receptor cAMP signaling; AID 720647; hit rate 0.35% among 380,000; inhibition, % at 9.99 µM; HEK293 LGR2, CRE-luciferase, bursicon-stimulated, 4 h;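 active = drop in luminescence signal, shown as inhibition above about 50% in the replicate tests, limit read from the data, passing the limit was not always enough; inconclusive = probably only some replicates passing the limit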;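 also: agonist challenge used bursicon conditioned medium at about half maximal strength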
The depositor's hits bear a star; ? = inconclusive; / = not tested or not shown. A portion of the library; the hit share may differ from the screen's.

SMILES	CASP6 VEID inh	esBAF inh	SIRT5 block	FN deposition inh	S100A4 inh HTS	C2C12 statin	LGR2 inh
CC(C)C#Cc1ccc([C@H]2[C@H](CO)N3CCCCN(C(=O)c4ccc(F)cc4)C[C@@H]23)cc1	0.9	-4.3	4.6	/	1.9	-11.1	-9.2
N=c1c2c(ncn1Cc1ccco1)Oc1cc(O)ccc1C2c1ccccc1 (stereo not given)	4.9	/	-4.3	3.4	1.2	/	3.3
COc1ccc(C(CC(=O)O)NC(=O)Cc2ccccc2)cc1 (stereo not given)	/	-2.0	/	/	/	-4.1	-0.2
C[C@@H]1CN([C@@H](C)CO)C(=O)c2cccc(NC(=O)Nc3ccc(F)cc3)c2O[C@@H]1CN(C)S(C)(=O)=O	0.3	0.8	3.7	/	-3.0	27.1	-6.9
COc1ccc(OC)c(CNc2ccc(F)c(Cl)c2)c1	-0.2	/	-2.8	/	-1.7	/	12.5
C[C@H](CO)N1C[C@H](C)[C@H](CN(C)C(=O)C2CCC2)Oc2ncc(-c3ccccc3F)cc2C1=O	-2.7	-2.8	2.2	/	3.6	3.2	-7.4
COc1ccc(C(=O)C2CCCN(C(=O)Cn3nc(C)nc3C)C2)cc1F (stereo not given)	-1.8	-4.4	/	/	-3.0	-0.5	-1.1
CCOc1ccc(C(=O)N2CCC3(CC2)NCCc2[nH]cnc23)cc1OCC	0.9	3.4	0.8	-33.4	-0.5	6.5	17.4
CCOC(=O)C1=C(C)N(C)C(=O)NC1c1ccc2c(c1)OCO2 (stereo not given)	2.9	-10.2	-0.6	-2.6	-0.4	4.6	0.8
Fc1cccc(Cl)c1CSc1ccc2nnc(-c3ccccn3)n2n1	0.0	2.5	0.7	-7.7	4.4	5.2	/

As entered above:
`Fc1cccc(Cl)c1CSc1ccc2nnc(-c3ccccn3)n2n1` in esBAF inh: 2.5
`C[C@@H]1CN([C@@H](C)CO)C(=O)c2cccc(NC(=O)Nc3ccc(F)cc3)c2O[C@@H]1CN(C)S(C)(=O)=O` in SIRT5 block: 3.7

Entries shown so far that have a carbonyl joined to an NH by a bond outside any ring (2):
SMILES	CASP6 VEID inh	esBAF inh	SIRT5 block	FN deposition inh	S100A4 inh HTS	C2C12 statin	LGR2 inh
COc1ccc(C(CC(=O)O)NC(=O)Cc2ccccc2)cc1 (stereo not given)	/	-2.0	/	/	/	-4.1	-0.2
C[C@@H]1CN([C@@H](C)CO)C(=O)c2cccc(NC(=O)Nc3ccc(F)cc3)c2O[C@@H]1CN(C)S(C)(=O)=O	0.3	0.8	3.7	/	-3.0	27.1	-6.9

(next part)
SMILES	CASP6 VEID inh	esBAF inh	SIRT5 block	FN deposition inh	S100A4 inh HTS	C2C12 statin	LGR2 inh
COc1ccc(C2Nc3ccccc3C(=O)N2c2ccccc2)cc1COc1ccccn1 (stereo not given)	1.2	2.1	-14.7	/	0.1	9.3	-10.2
CO[C@@H](CN(C)Cc1cc(F)ccc1F)[C@H](C)CN(C(=O)Nc1ccc(F)cc1)[C@H](C)CO	-0.8	-2.9	-1.1	-0.5	18.7	-2.6	5.7
O=C(c1cc(-c2cccs2)on1)N1CCc2ccccc2C1	/	4.6	/	-5.3	/	24.0	-9.0
O=C(CN1CCN(C(=O)c2ccccc2)CC1)Nc1cc(S(=O)(=O)N2CCCC2)ccc1Cl	1.7	1.9	0.4	1.3	0.7	-5.6	-29.6
CC(C)C[C@@H](CN1CCC[C@H]1CN1C(=O)C(=O)NC[C@@H]1Cc1ccccc1)N1C[C@H](Cc2ccccc2)N(CCc2ccccc2)C(=O)C1=O	3.8	/	1.6	-20.5	4.6	/	21.3
Nc1nonc1-n1nnc(C(=O)N/N=C/c2ccccn2)c1-c1ccccc1	4.9	-6.5	0.1	12.0	-1.2	-3.9	23.4
CN(CC(=O)Nc1c(Cl)cccc1Cl)C(=O)CNC(=O)c1sc2ccccc2c1Cl	-1.0	35.0	5.4	3.1	-1.6	1.0	-4.6
COc1ccc(CCNC(=O)Nc2cc(F)c(F)cc2Cl)cc1OC	-0.6	3.5	14.5	5.7	2.4	-5.0	11.6
CC(C)CC(=O)Nc1c2c(nn1-c1ccc(F)cc1)CS(=O)(=O)C2	1.1	-6.7	-5.6	-7.4	-5.4	3.7	-11.1
COc1ccc(OC)c(C(=O)N2CCC(n3nccc3NC(=O)CC(C)C)CC2)c1	-2.2	2.5	-1.8	-35.2	5.4	1.9	23.3
CCOC(=O)/C=C(\C)Nc1cc(C)nn1-c1ccccc1	/	-3.6	/	-1.2	/	127.0*	/
COc1ccc([C@@H]2CC=C(C(=O)O)[C@H](c3ccc(Cl)cc3)N2S(=O)(=O)c2ccccc2C)cc1	3.6	-7.2	/	-4.3	-0.7	12.6	18.0
C[C@H](NC(=O)N(C)C[C@@H]1OCc2ccccc2-c2ccccc2C(=O)N([C@H](C)CO)C[C@H]1C)c1ccccc1	2.5	8.4	-4.9	1.8	-6.5	/	4.3
CCn1c(SCc2cccc(F)c2)nnc1-c1cccnc1	-5.7	/	-7.1	-15.4	0.6	/	15.0
C/C=C/c1ccc2c(c1)O[C@@H](CN(C)C(=O)NC1CCCCC1)[C@H](C)CN([C@H](C)CO)S2(=O)=O	0.9	6.0	4.4	-9.3	-1.1	-90.6	-12.1
CCN(Cc1ccccc1)S(=O)(=O)c1ccc(C(=O)N(CCCN(C)C)c2nc3cc4c(cc3s2)OCO4)cc1	-27.3	-11.5	0.8	2.4	1.6	-10.6	12.0
COc1ccccc1CN1[C@@H]2CN(C(=O)c3ccncc3)c3ccccc3[C@@H]2[C@@H]1CO	1.6	-4.6	-3.0	/	4.7	10.0	-4.5
Cc1c(Cc2ccccc2)c(=O)oc2cc(OCc3nn[nH]n3)ccc12	/	-9.9	/	/	/	-6.3	4.3
CC(C)[C@H](NC(=O)OC(C)(C)C)C(=O)N/N=C/c1ccc2nccnc2c1	1.3	-2.5	0.1	4.1	-6.3	1.4	2.8
COc1cccc(Nc2nnc(SCN3C(=O)c4ccccc4C3=O)s2)c1	-1.1	/	/	-3.5	-4.5	/	/
O=C(Cc1c[nH]c2ccccc12)NCc1ccncc1	-3.3	-9.0	-4.0	/	1.1	-2.9	4.8
CC(COc1cccc2ccccc12)CN1CCN(C)CC1 (stereo not given)	/	-4.0	/	7.0	/	-22.8	/
O=C(Nc1cccc(-c2cn3ccccc3n2)c1)c1ccccc1	2.5	/	-2.3	-3.5	-6.6	/	-21.6
COc1cc(C2C(C#N)=C(N)Oc3c2ccc2ccccc32)ccc1OCC(=O)Nc1cccc(C)c1 (stereo not given)	-1.1	/	-1.4	4.9	8.0	/	3.0
COc1ccc(-c2ccc(CN3C(C(C)C)C(=O)N(Cc4cn(Cc5ccco5)nn4)CCS3(=O)=O)cc2)cc1 (stereo not given)	0.3	-1.6	-4.4	7.0	-4.0	17.6	2.7
CCS(=O)(=O)N1CCC(C(=O)NCCCOC)CC1	/	2.3	/	/	/	-0.8	-8.0
CCN(CC)S(=O)(=O)c1cccc(-c2nnc(SCCCC(=O)c3ccccc3)o2)c1	/	9.0	/	7.6	/	-10.8	/
CC(C)(C)c1ccc(S(=O)(=O)N(CCCN2CCOCC2)Cc2cccs2)cc1	1.7	-1.9	/	-9.6	-0.4	-16.8	1.6
COc1ccc(S(=O)(=O)N2CCOCC2)cc1C(=O)N(C)Cc1ccco1	2.3	2.7	-8.1	-0.5	0.7	-3.2	-11.2
O=C(OCC(=O)N1CCOCC1)c1ccc2ccccc2c1O	2.4	?	-7.5	1.6	-7.3	7.6	-75.5
COc1ccc(C(C(=O)NC2CCCCC2)N(C(=O)c2csnn2)C2CC2)cc1 (stereo not given)	-14.8	-1.1	-5.1	0.3	-1.4	16.8	0.0
C[C@H]1CN([C@@H](C)CO)S(=O)(=O)c2ccc(C#Cc3cccnc3)cc2O[C@H]1CN(C)C(=O)C1CC1	2.2	0.8	1.8	-14.5	5.5	9.9	7.2
Cc1cccc(N2CCN(C(=O)C3CCN(S(=O)(=O)N4CCOCC4)CC3)CC2C)c1 (stereo not given)	-2.6	/	-0.2	10.4	-1.5	/	-1.4
Cc1ccc(C(=O)OCC(=O)N(CC(C)C)c2c(N)n(Cc3ccccc3)c(=O)[nH]c2=O)o1	-5.1	-7.4	0.2	6.9	-3.3	-31.1	-2.6
COc1ccc(S(=O)(=O)N(C)C[C@@H]2Oc3ncc(C#CC4(O)CCCC4)cc3C(=O)N([C@@H](C)CO)C[C@@H]2C)cc1	-0.9	-2.0	5.0	/	-59.9	9.6	-15.0
Cc1noc(C)c1S(=O)(=O)Nc1ccc2c(c1)CC(=O)N([C@@H](C)CO)C[C@@H](C)[C@H](CN(C)S(=O)(=O)c1ccc(Cl)cc1)O2	-0.7	5.1	1.5	-3.7	-0.3	-32.4	-13.3
C=CC[C@@H](CC(=O)NCCO)C(=O)N[C@@H](COC(=O)[C@@H](CC=C)CC(=O)OC(C)(C)C)Cc1c[nH]c2ccccc12	-0.6	-5.0	-2.9	-1.2	-2.4	3.5	12.3
C[C@@H]1CCCCO[C@@H](CN(C)S(=O)(=O)c2ccccc2)[C@@H](C)CN([C@@H](C)CO)C(=O)c2cc(NC(=O)Nc3ccccc3)ccc2O1	3.0	8.4	3.9	/	12.1	/	/
Cc1cc(C(=O)N2CCN(c3ccccc3)CC2)no1	4.7	2.9	-5.7	/	0.2	14.8	6.2
C[C@H]1CN([C@@H](C)CO)S(=O)(=O)c2ccc(-c3cccc(C(=O)N(C)C)c3)cc2O[C@H]1CN(C)C(=O)Cc1ccccn1	0.9	0.8	-1.3	-8.1	11.3	17.9	8.6
CCOC(=O)c1c(C)[nH]c(C)c1C(=O)CSc1nc2ccccc2c(=O)n1-c1ccc(Cl)cc1	-2.8	/	-2.8	-3.2	3.9	/	15.7
C[C@@H]1CN([C@H](C)CO)C(=O)c2cc(NC(=O)CCN3CCOCC3)ccc2O[C@@H]1CN(C)S(=O)(=O)c1cn(C)cn1	-0.8	-4.1	1.3	-10.1	-11.0	9.3	0.4
Cc1cc(C)c2nc(NNC(=O)c3ccc(S(=O)(=O)N4CCCC(C)C4)cc3)sc2c1 (stereo not given)	1.4	9.9	0.1	4.9	-5.1	18.1	41.4
COC(=O)C[C@H]1CC[C@@H]2[C@@H](COc3ccc(NC(=O)Nc4c(C)noc4C)cc3C(=O)N2C)O1	-1.5	-1.5	1.5	-11.6	0.2	-9.3	19.1
COCc1nnc(NC(=O)c2ccc(NC(=O)C(C)C)cc2)s1	/	5.5	/	-0.1	/	2.4	/
CC(C)N(Cc1ccccc1)S(=O)(=O)c1cccs1	1.8	1.4	-2.6	2.9	-2.7	-10.2	-1.9
Cc1ccc2[nH]c3c(=O)n(CCc4cnc[nH]4)cnc3c2c1	/	1.9	/	-10.3	-0.4	-4.6	/
COC(=O)c1ccn(CC(=O)NC2CCCCC2)n1	8.9	-1.7	-2.5	-3.9	-2.8	5.8	-4.8
C[C@@H]1CN([C@@H](C)CO)C(=O)c2cc(NC(=O)CCC(F)(F)F)ccc2O[C@H]1CN(C)C(=O)Nc1ccc(F)cc1	-0.7	-0.7	-1.2	/	-1.1	-9.1	-13.5
COCCN(Cc1cc2cc(C)ccc2[nH]c1=O)S(=O)(=O)c1ccc(Cl)cc1	1.3	10.5	3.0	3.6	1.4	-25.5	15.2
COc1ccc(NC(=O)c2cc(S(=O)(=O)N3CCc4ccccc43)cn2C)cc1	2.3	-1.0	-0.4	0.7	-1.0	-0.1	32.7
CC(C)(C)C(=O)/C(C#N)=C/c1cccs1	-0.4	/	-1.6	6.8	-7.1	/	0.3
O=C(NCCN1CCCCC1)[C@H]1[C@H](CO)[C@H]2Cn3c(cccc3=O)[C@@H]1N2C(=O)C1CC1	0.5	3.4	2.7	/	7.1	-4.6	5.1
